Rpn11 inh: Rpn11 (PSMD14) deubiquitinase inhibitors, primary screen, biochemical, fluorescence polarization, uHTS. 26S proteasome non-ATPase regulatory subunit 14 (Homo sapiens), O00487. human 26S proteasome, Ub4-pepOG fluorescence polarization; 20S core pre-blocked with epoxomicin. calls only at 20 µM. 360,000 compounds, 0.59% hits. AID 588493, 2011;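 active = inhibition at 20 µM, scaled to each plate's controls, above about 33%, limit read from the data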
Target sequence (O00487 whole entry, looked up): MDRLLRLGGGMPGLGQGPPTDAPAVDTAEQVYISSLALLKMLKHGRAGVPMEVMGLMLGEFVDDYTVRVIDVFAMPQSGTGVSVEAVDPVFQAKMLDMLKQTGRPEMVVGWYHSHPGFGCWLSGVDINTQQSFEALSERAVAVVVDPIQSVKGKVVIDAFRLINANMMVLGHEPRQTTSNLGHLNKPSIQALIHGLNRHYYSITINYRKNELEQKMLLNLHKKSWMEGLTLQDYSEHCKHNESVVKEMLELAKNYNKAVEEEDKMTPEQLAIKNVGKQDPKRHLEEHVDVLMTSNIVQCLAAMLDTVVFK
NadD block: inhibitors of S. aureus NadD, primary screen, biochemical, colorimetric, uHTS. AID 602399, 2012. 360,000 compounds, 0.78% hits. purified NadD enzyme, colorimetric absorbance read-out. Nicotinate-nucleotide adenylyltransferase NadD (Staphylococcus aureus N315). inhibition, % at 20 µM; in the data active = inhibition above about 26%; also: some compounds past the cut are filed as inactive
STEP block: STEP phosphatase inhibitors, primary screen, biochemical, fluorescence intensity, uHTS | Tyrosine-protein phosphatase non-receptor type 5 (Homo sapiens), P54829 | recombinant STEP, OMFP fluorogenic substrate | inhibition, % at 20 µM | 360,000 compounds, 0.25% hits | AID 588621, 2011;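 active = inhibition at 20 µM, scaled per plate between control wells, above about 37%, limit read from the data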;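 also: 0% = DMSO with enzyme and substrate and 100% = substrate only without enzyme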
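System: STEP phosphatase, cell-free reaction; Buffer or medium: Bis-Tris pH 6.0 buffer with DTT, detergent; Incubation: 20 min at room temperature, dark; Measured by: fluorescence, 480/540 nm.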
SUMO1-SIM PPI: modulators of SUMO1 protein-protein interactions, primary screen, biochemical, uHTS. SUMO1 binding to a labelled peptide, TR-FRET, 1 h. AID 602429, 2012. 360,000 compounds, 0.33% hits. inhibition, % at 20 µM. Small ubiquitin-related modifier 1 (Homo sapiens), P63165; in the data active = inhibition above about 37%
Target sequence (P63165 whole entry, looked up): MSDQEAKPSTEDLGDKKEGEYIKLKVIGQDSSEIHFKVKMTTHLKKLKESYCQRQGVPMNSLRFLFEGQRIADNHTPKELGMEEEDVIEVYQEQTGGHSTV
Rin1-Abl PPI inh: inhibitors of Rin1-Abl protein binding, primary screen, biochemical, TR-FRET | Tyrosine-protein kinase ABL1 (Homo sapiens) + Ras and Rab interactor 1 (Homo sapiens), … | 360,000 compounds, 0.4% hits | AID 588664, 2011 | inhibition, % at 7.35 µM; in the data active = inhibition above about 5%, passing the limit was not always enough
Neddylation inh: inhibitors of cullin neddylation, primary screen, biochemical, TR-FRET, uHTS, NAE and Ubc12 | NEDD8-conjugating enzyme Ubc12 (Homo sapiens) + NEDD8-activating enzyme E1 regulatory … | 360,000 compounds, 0.58% hits | AID 651699, 2012 | calls only at 25 µM; in the data active = inhibition above about 36%
CSN inh: inhibitors of CSN-mediated cullin deneddylation, primary screen, biochemical, fluorescence polarization, uHTS; AID 651999, 2013; inhibition, % at 12.5 µM; 360,000 compounds, 0.38% hits; Purified CSN, SCF-Nedd8-OG deneddylation;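 active = pattern-corrected inhibition above about 35%, with an unprinted fluorescence ratio check between 0.5 and 1.5, limit read from the data, passing the limit was not always enough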;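 also: 0% = enzyme with substrate and 100% = substrate without enzyme; some results filed as inactive read as strong as hits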
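test system = HEK293T-derived human Csn5 enzyme | amount = 0.24 nM Csn5 enzyme, final concentration | medium = Tris/NaCl/DTT buffer, pH 7.5 | schedule = 90 min reaction at room temperature | signal = FP | evaluation = inhibition of Csn5 cleavage, % | compound dosing = single dose of 12.5 µM compound with 0.25% DMSO | probe or stimulus = 10 nM SCFSkp2-Nedd8OG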
DNMT1 inh: human DNMT1 methyltransferase inhibitors, primary screen, biochemical, molecular beacon, fluorescence, HinP1I cleavage, uHTS; DNA (cytosine-5)-methyltransferase 1 (Homo sapiens), P26358; inhibition (reported as % activation of signal), % at 10 µM; 360,000 compounds, 0.83% hits; AID 588458, 2011; in the data active = inhibition above about 50%
LMPTP block: LMPTP phosphatase inhibitors, primary screen, biochemical, fluorescence intensity, uHTS | 360,000 compounds, 0.22% hits | AID 651560, 2012 | Low molecular weight phosphotyrosine protein phosphatase (Homo sapiens), P24666 | inhibition, % at 20 µM | recombinant LMPTP-A, OMFP fluorogenic substrate;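 active = compounds that cut the enzyme signal by at least half of the control window in the single-dose screen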;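 also: plate controls were DMSO wells with enzyme plus substrate for no effect and substrate without enzyme for full effect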
Target sequence (P24666 whole entry, looked up): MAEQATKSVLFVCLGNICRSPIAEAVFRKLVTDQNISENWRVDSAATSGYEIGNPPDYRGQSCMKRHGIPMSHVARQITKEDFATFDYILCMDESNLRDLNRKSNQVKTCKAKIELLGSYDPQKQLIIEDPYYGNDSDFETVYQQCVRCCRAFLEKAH
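Test system – LMPTP-A enzyme · Amount – LMPTP-A at 0.625 nM final in the reaction · Buffer or medium – Bis-Tris pH 6.0, DTT, detergent · Reagent – OMFP 400 µM · Doses – single 20 µM dose · Schedule – reaction 50 min, room temperature, dark · Detection – fluorescence intensity of OMFP turnover product · Evaluation – percent inhibition versus substrate-only and uninhibited controls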
Scp-1 inhibitor: Scp-1 phosphatase inhibitors, primary screen, biochemical, colorimetric, uHTS. inhibition, % at 20 µM. Recombinant Scp1, phosphopeptide, malachite green phosphate absorbance. AID 493091, 2011. 340,000 compounds, 0.88% hits. Carboxy-terminal domain RNA polymerase II polypeptide A small phosphatase 1 (Homo …;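 active = inhibition above about 50% at 20 µM, limit read from the data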;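 also: plate controls were DMSO wells with enzyme for no effect and wells lacking enzyme for full effect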
Target sequence (Q9GZU7 76-261 limits assumed): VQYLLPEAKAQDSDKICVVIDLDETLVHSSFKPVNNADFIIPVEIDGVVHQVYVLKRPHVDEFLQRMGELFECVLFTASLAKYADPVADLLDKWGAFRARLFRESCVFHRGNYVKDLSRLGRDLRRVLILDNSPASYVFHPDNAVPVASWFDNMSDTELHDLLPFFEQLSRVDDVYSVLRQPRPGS
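assay system = SCP-1 phosphatase catalytic domain, residues 76-261 | buffer or medium = 50 mM Tris acetate pH 5.5, 0.005% Tween-20, 10 mM MgCl2 | incubation = enzyme reaction 45 min at room temperature, colour 5 min, stabilisation 30 min | signal = Phosphate-binding colour reagent, absorbance read at 630 nm | measure = % inhibition at 20 µM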
Starred values were filed as active, the others as inactive; i = inactive; . = not tested or not shown.

SMILES | Rpn11 inh | NadD block | STEP block | SUMO1-SIM PPI | Rin1-Abl PPI inh | Neddylation inh | CSN inh | DNMT1 inh | LMPTP block | Scp-1 inhibitor
CCCN1CCC(N(C)CCc2ccc(OC)c(OC)c2)CC1 | i | 3 | 4 | -1 | 3 | i | 4 | 4 | -5.2 | -8
CCC(C)[C@H](NC(=O)N1CCn2c1nc1ccccc12)C(=O)NCCc1ccccc1 (stereo partly drawn) | i | 0 | 0 | 0 | -4 | i | 4 | 0 | 0.2 | -8
CCSC1=C(C#N)C(c2cccc(O)c2)CC(=O)N1 (stereo not drawn) | i | -1 | 4 | -2 | -2 | i | 0 | 0 | -2.4 | -7
Cc1ccc(C)c(NC(=O)CN(C)C(=O)CN2C(=O)NC3(CCc4ccccc43)C2=O)c1 (stereo not drawn) | i | -4 | -1 | 0 | 1 | i | -3 | 5 | 1.6 | -15
CCOc1ccc(NC(=O)C2CCN(c3nnnn3-c3ccccc3)CC2)cc1 | i | -6 | 4 | 1 | 3 | i | -1 | 0 | 0.0 | -5
Cc1ccc(SC[C@H](CC(C)C)N2CCN(C)CCC2=O)cc1 | i | -3 | -1 | 2 | 3 | i | 1 | 0 | -2.1 | 2
CCCn1nc(C(=O)NNC(=O)Cc2ccc(S(=O)(=O)N3CCOCC3)s2)c2ccccc2c1=O | i | 0 | 2 | -2 | 0 | i | 2 | 2 | 0.2 | -2
O=C1CCCN1CC(O)CS(=O)(=O)Cc1ccc(Cl)cc1Cl (stereo not drawn) | i | -4 | -1 | 5 | 1 | i | -2 | 3 | -1.5 | -14
Cc1ccc(C(=O)NCCc2nnc3ccc(NCc4ccc5c(c4)OCO5)nn23)cc1 | i | -4 | -2 | 6 | -2 | i | 6 | 0 | 0.5 | -2
COc1cc(C(=O)Nc2ccc(S(=O)(=O)N3CCCCC3C)cc2)cc(OC)c1OC (stereo not drawn) | i | -13 | -2 | -2 | -3 | i | 3 | -4 | 0.8 | -13
Cc1cccc(C(=O)Nc2ccc(NC(=O)c3cccc(C)c3)cc2)c1 | i | -2 | 0 | 4 | -4 | i | 2 | -1 | -0.8 | .
Cc1nnc(SCC(=O)Nc2ccc3c(c2)COC3=O)n1-c1ccccc1 | i | 3 | -2 | 3 | -2 | i | -6 | -2 | 0.3 | -7
CCOC(=O)C1(C)CCN1C(=O)c1cc(OC)ccc1Br (stereo not drawn) | i | -1 | -7 | 2 | -1 | i | -3 | -5 | 0.6 | .
CCCCCCCNC(=O)C1(CC2CC(c3ccccc3)=NO2)CCN(C(=O)c2ccccc2)CC1 (stereo not drawn) | i | -7 | 1 | 4 | 0 | i | -4 | -2 | 3.7 | 5
Cc1ccc(C(=O)c2c3ccc(N)cc3nn2CCC(N)=O)cc1 | i | 0 | 0 | -7 | 1 | i | 3 | -37 | 0.4 | -4
Cc1c(NC(=O)C2CCCN2C(=O)c2cccs2)c(=O)n(-c2ccccc2)n1C (stereo not drawn) | i | -1 | -4 | -1 | 0 | i | 4 | 4 | 0.9 | -2
COC(=O)CSc1nc(COc2ccccc2)nc2ccccc12 | i | -7 | 0 | -1 | 1 | i | 1 | -1 | -1.0 | -1
CCOC(=O)C(NCCCCl)c1ccccc1 (stereo not drawn) | i | -5 | 1 | 0 | 3 | i | -2 | -2 | -1.7 | -11
CC(C)(C)n1nnnc1C(c1ccc(Cl)cc1)N1CCCc2ccccc21 (stereo not drawn) | i | -7 | 1 | 0 | -2 | i | 1 | -4 | 3.3 | -14
O=C(O)COCCN1CCN(C(c2ccccc2)c2ccc(Cl)cc2)CC1 (stereo not drawn) | i | -5 | -4 | -1 | 5 | i | 3 | -1 | -2.9 | 1
COc1ccc(S(=O)(=O)N(C)c2ccc(C(=O)NCc3ccncc3)cc2)cc1 | i | -1 | -1 | -6 | 0 | i | 1 | -2 | 2.4 | -9
CCOc1ccccc1CNC(=O)C1CCN(C(=O)N2CC(C)Oc3ccc(C)cc32)CC1 (stereo not drawn) | i | 0 | -1 | -1 | -2 | i | -4 | -2 | 0.0 | -8
O=c1[nH]c2ccccc2nc1CCc1ccccc1 | i | 4 | -2 | -9 | -2 | i | -4 | -4 | 0.1 | -12
COC(=O)C(C)Oc1ccc(-c2nccc(-c3ccc(F)cc3)n2)cc1 (stereo not drawn) | i | 1 | 0 | -3 | 0 | i | 1 | 2 | 3.2 | -4
COC(=O)C(C(=O)OC)c1ncc(C(F)(F)F)cc1Cl | i | -7 | 0 | -5 | 4 | i | -4 | 4 | -0.5 | -13
COc1cc(C(=O)N/C(=C\c2cn(C)c3ccccc23)C(=O)NCCCO)cc(OC)c1OC | i | 0 | -1 | -5 | 2 | i | 3 | 1 | 0.7 | -5
Cc1ccc(NS(=O)(=O)c2ccc(Cl)c(C(=O)Nc3ccccc3-c3nc4ccccc4[nH]3)c2)cc1C | i | 47* | -4 | 2 | 3 | . | -12 | -36 | 3.3 | 9
CSc1sccc1/C=N/O | i | -4 | 4 | 3 | -3 | i | -2 | 2 | -2.0 | -10
O=C1CCCC(=O)C1C(c1ccc(Cl)cc1)C1C(=O)CCCC1=O | i | -1 | 3 | 2 | 2 | i | -4 | 3 | 0.3 | -6
CCNc1nc(C)nc2c1oc1ccccc12 | i | -12 | 1 | 0 | -3 | i | -9 | 1 | -0.3 | -2
O=C(Oc1c(Cl)cc(Cl)c2cccnc12)N1CCOCC1 | i | -6 | -1 | -8 | -2 | i | 0 | 4 | -0.8 | 3
CCNc1ccc2noc3c2c1C(=O)c1ccccc1-3 | i | 16 | -321 | -12 | -28 | i | -72 | 63* | -15 | 12
Cc1cc(NC(=O)C2=C(O)c3ccccc3S(=O)(=O)N2C)no1 | i | 3 | 0 | -5 | 4 | i | -7 | 6 | -1.2 | -12
O=c1c2c3c(sc2nc2n1CCCCC2)C(O)CCC3 (stereo not drawn) | i | 2 | -1 | 3 | -4 | i | 3 | 2 | -0.3 | 2
COc1ccc(-c2ccc(=O)n(CC(=O)Nc3nnc(C(C)C)s3)n2)cc1OC | i | 0 | 3 | -8 | 0 | i | 1 | 1 | -2.4 | -6
Cc1c(Cl)cccc1NC(=O)CCN1CCC(C(N)=O)CC1 | i | -2 | -1 | 1 | -3 | i | 3 | 3 | -1.0 | -5
CN1CCN(S(=O)(=O)c2ccc(SCCOc3ccccc3)nc2)CC1 | i | -1 | -2 | -2 | 0 | i | 1 | -5 | -0.8 | -5
COCCCNC(=O)Cn1c(=O)n(CC(=O)N2CCCCC2)c(=O)c2sccc21 | i | -10 | 0 | 9 | -1 | i | 2 | 0 | -0.8 | -7
COCCNC(=O)CSc1nc2ccc(N3CCOCC3)cc2c(=O)n1CCc1ccccc1 | i | 3 | 2 | -1 | -4 | . | -2 | -13 | 1.3 | -5
CCOC(=O)c1cn(CC)c2ccc(S(=O)(=O)N3CCC(C)CC3)cc2c1=O | i | 5 | -1 | 0 | -6 | i | 1 | 0 | -2.0 | 2
CCOC(=O)Cc1cnc(NC(=O)CSc2nc(C(C)C)cc(=O)[nH]2)s1 | i | 0 | 0 | 6 | -1 | i | -6 | 2 | -1.8 | 3
CCc1nnc2cccc(Cl)n12 | i | -8 | -2 | -1 | 1 | i | -4 | -4 | 0.1 | -8
Cn1c(SCc2cccnc2)nnc1-c1c[nH]c2ccccc12 | i | -2 | -1 | 0 | 0 | i | -3 | 1 | -0.3 | -15
CCN(C(=O)COC(=O)CCc1ccccc1)c1ccccc1 | i | -5 | 4 | -1 | 7 | i | 3 | -2 | 0.1 | -1
Cn1c(=O)n(C)c2cc([N+](=O)[O-])c(N3CCN(C(=O)c4cccc(F)c4)CC3)cc21 | i | -3 | 1 | -11 | -3 | i | 1 | 4 | 0.0 | -1
Cc1ccc(C(=O)OCCn2cc(C#N)c(=O)[nH]c2=O)cc1 | i | 1 | -1 | -1 | 4 | i | -5 | 5 | 2.9 | 7
CCN1C(=O)[C@H]2[C@@H](c3ccc(-c4ccc(OC)cc4)c(OC)c3)N[C@@](Cc3ccccc3)(C(=O)OC)[C@H]2C1=O | i | 1 | 2 | 2 | 5 | i | -4 | -6 | 3.7 | -8
N#Cc1c(NC(=O)C2CC2)sc2c1CCCCC2 | i | -5 | 0 | 8 | -1 | i | 2 | 10 | 1.5 | -37
C#CCOCCOCCOCCNc1nc(N2CCN(C(=O)[C@H](CC(N)=O)n3cc(C(N)[C@@H](C)CC)nn3)CC2)nc(N2CCN(C(=O)[C@H](CCC(=O)O)n3cc([C@@H](N)CCCCN)nn3)CC2)n1 (stereo partly drawn) | i | -1 | -1 | -25 | 1 | i | 0 | 3 | -9.3 | -2
COc1ccccc1NC(=O)C(=O)NCc1ccccc1Cl | i | -14 | -3 | -2 | -1 | i | 2 | 9 | 0.3 | 5
COc1ccc2c(c1)C(=O)N1[C@H]3c4cc(Cl)ccc4OC[C@@H]3[C@H](c3ccccc3)[C@]1(C)C(=O)N2 | i | 22 | -1 | 0 | 1 | i | 0 | -6 | 2.4 | -11

Given in CSV form: two of the compounds above.
structure,Rpn11 inh,NadD block,STEP block,SUMO1-SIM PPI,Rin1-Abl PPI inh,Neddylation inh,CSN inh,DNMT1 inh,LMPTP block,Scp-1 inhibitor
Cc1ccc(NS(=O)(=O)c2ccc(Cl)c(C(=O)Nc3ccccc3-c3nc4ccccc4[nH]3)c2)cc1C,i,47*,-4,2,3,.,-12,-36,3.3,9
CCCCCCCNC(=O)C1(CC2CC(c3ccccc3)=NO2)CCN(C(=O)c2ccccc2)CC1 (stereo not drawn),i,-7,1,4,0,i,-4,-2,3.7,5

As entered above:
Cn1c(SCc2cccnc2)nnc1-c1c[nH]c2ccccc12 | SUMO1-SIM PPI: 0
N#Cc1c(NC(=O)C2CC2)sc2c1CCCCC2 | CSN inh: 2
CCOC(=O)Cc1cnc(NC(=O)CSc2nc(C(C)C)cc(=O)[nH]2)s1 | LMPTP block: -1.8
CCN1C(=O)[C@H]2[C@@H](c3ccc(-c4ccc(OC)cc4)c(OC)c3)N[C@@](Cc3ccccc3)(C(=O)OC)[C@H]2C1=O | Scp-1 inhibitor: -8
